Vif-A3F inh – inhibitors of Vif-A3F interaction. actives 0.2% (n = 390,000). HeLa A3F-eYFP + Vif (tagged APOBEC3F with the HIV-1 protein that degrades it), YFP fluorescence increase. Potency, µM (titrated, usually from 46.1 µM), inactives show at the top dose activity, negative = active; also: potency is read from the fitted curve at half-maximal effect; % of control where 0% means no effect; nearly all actives have a fitted effect of over 65% in size
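HeLa cells stably expressing A3F-eYFP plus Vif, plated and incubated overnight at 37 deg C, then exposed to compounds overnight at 37 deg C. Blocked degradation read as raised yellow fluorescence (Ex 488/Em 500-530).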
Glioma ERSR ind – ER stress response induction in glioma; U87-MG GRP78 promoter luciferase reporter, 16 h; Potency, µM, for the others: at the highest dose activation, actives largely listed as activators; actives 0.02% (n = 420,000); AID 602332; also: potency is read from the fitted curve at half-maximal effect; series mostly up to about 76 µM; % of control where 0% means no effect; nearly all actives have a fitted effect of over 35% in size
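ERSR induction read as luciferase luminescence (Bright-Glo, 10 min at room temperature) in stably transfected human U87-MG glioma cells exposed to compounds for 16 h, using GRP78 as sensor.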
ERG Ets-DNA blk – inhibitors of human ERG Ets domain-DNA interaction | Potency, µM (series often up to 76.9 µM), inactives show top-dose FP activity, negative = inhibition, usual class: inhibitors | fluorescence polarization, His-ERG Ets domain / labelled DNA | actives 0.028% (n = 370,000); active = well fitted inhibition curve with a large enough effect in the polarisation, with a control signal flat; inconclusive = small, poorly fitted or top-dose-only effect, or effect the other way, or a change in a side signal; inactive = no such curve, though single readings can be large or run the other way; the % refers to the polarisation;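 also: polarization taken with two DNA probes labelled with fluorescein and Texas red; potency is read from the fitted curve at half-maximal effect; % of control where 0% means no effect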
Target sequence (P11308 whole entry, looked up, the tested form may be a part): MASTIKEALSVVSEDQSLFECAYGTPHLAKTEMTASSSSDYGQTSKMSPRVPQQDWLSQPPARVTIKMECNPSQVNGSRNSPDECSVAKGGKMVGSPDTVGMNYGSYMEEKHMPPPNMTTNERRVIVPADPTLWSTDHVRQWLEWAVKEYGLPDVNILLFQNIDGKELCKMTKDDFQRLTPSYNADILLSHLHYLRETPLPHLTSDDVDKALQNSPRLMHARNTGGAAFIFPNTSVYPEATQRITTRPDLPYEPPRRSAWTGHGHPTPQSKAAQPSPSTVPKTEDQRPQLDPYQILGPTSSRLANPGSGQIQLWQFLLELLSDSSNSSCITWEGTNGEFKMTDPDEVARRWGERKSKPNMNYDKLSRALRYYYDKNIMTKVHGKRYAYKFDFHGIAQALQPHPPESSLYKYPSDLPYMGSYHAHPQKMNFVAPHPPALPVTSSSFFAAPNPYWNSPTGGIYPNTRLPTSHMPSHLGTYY
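His-tagged ERG Ets domain (1 uM in the protein solution; 300mM KCl, 50mM Tris-HCl, 1mM EDTA, 1mM DTT, pH 7.5) received compound, then a probe mix of 5 nM fluorescein-DNA and 100nM Texas-615-DNA. Fluorescence polarization was read for both dyes.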
RGS4 inhibitor – inhibitors of human regulator of G protein signaling 4 | Transcreener GDP fluorescence polarization, RGS4-accelerated GTP hydrolysis | Potency, µM (series often up to 114 µM), for the others: at the highest dose activity change, negative = inhibition, actives largely listed as inhibitors | actives 0.039% (n = 390,000) | AID 504845; also: potency is read from the fitted curve at half-maximal effect; % is scaled to controls: 0 for no effect and ±100 for the full control effect; nearly all actives have a fitted effect of over 75% in size; some results filed as inactive show a strong effect at the top dose
Target sequence (P49798 whole entry, looked up): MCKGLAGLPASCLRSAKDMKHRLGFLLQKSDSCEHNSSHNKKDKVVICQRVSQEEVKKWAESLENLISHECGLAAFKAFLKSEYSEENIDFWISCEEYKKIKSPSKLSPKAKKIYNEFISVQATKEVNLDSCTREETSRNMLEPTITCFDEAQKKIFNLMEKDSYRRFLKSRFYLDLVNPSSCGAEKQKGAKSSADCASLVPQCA
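MLSMR compounds (23 nl, pin-transferred) preincubated 10 min at room temperature with a 500nM (2x) first reagent, then RGS4 at 900nM (2x) plus Transcreener GDP mix added; fluorescence polarization (620/688 nm) read before and after 90 min at 30 °C.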
D2 antag – antagonists of human D2 dopamine receptor; actives 2% (n = 340,000); P14416; inhibition, % at 10 µM; HEK293 TREx D2 cells, calcium flux, dopamine EC80; AID 485344; in the data active = inhibition above about 30%; also: 0% is about no effect
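Overnight-induced (tetracycline, 30 C) HEK293 T-REx cells carrying force-coupled D2 receive a no-wash calcium dye, then compound, then EC80 dopamine at 180 s; signals are read kinetically throughout.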
ALOX12 inh – blocks human arachidonate 12S-lipoxygenase; P18054; Potency, µM (highest dose often 108 µM), for the others: top-dose activity change, negative = inhibition, actives largely listed as inhibitors; actives 1.1% (n = 580,000); purified 12hLO, xylenol orange hydroperoxide absorbance; also: potency is read from the fitted curve at half-maximal effect; % is scaled to controls: 0 for no effect and ±100 for the full control effect
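Purified human 12hLO (150 nM final) in 25 mM Hepes, 0.01% Triton X-100, pH 7.0 was preincubated 15 min at room temperature with compound. Then 40 uM arachidonic acid was added, 30 min. Hydroperoxide was read by Fe-XO absorbance ratio 573/405 nm.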
D2 ag – D2 dopamine receptor (human) agonism. P14416. HEK293 T-REx D2 cells, calcium flux agonist mode. activation, % at 2 µM. actives 0.53% (n = 340,000);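 active = activation over 3 SD above normal in the single-dose calcium agonist read, cut at about 30% in these data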; also: 0% is about no effect
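In this primary screen, compounds producing a positive calcium signal within 180 s of addition to tetracycline-induced, force-coupled HEK293 Trex D2 cells are flagged; cells are dye-loaded with a no-wash calcium kit beforehand.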
LDHA inh – LDHA (human) enzyme inhibition; P00338; purified LDHA, NADH/diaphorase-resazurin fluorescence; active compounds read low; activity change, % (values are at about 110 or 230 µM); actives 0.15% (n = 480,000); in the data active = activity change below about -30%; inconclusive = mostly about -25% to -30%;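 also: plate controls were DMSO wells for no effect and wells without enzyme for full effect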
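Human LDH5 at 2 nM final in Tris HCl pH 7.4 with 0.06 mM NADH and 0.2 mM pyruvate, reacted 5 minutes at room temperature. Remaining NADH coupled via diaphorase/resazurin; resorufin fluorescence read at 0 and 20 minutes, normalized to enzyme-free and DMSO wells.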
Vif-A3G inh – inhibitors of Vif-APOBEC3G interaction | actives 0.076% (n = 410,000) | AID 602310 | Q9HC16 | HeLa A3G-eYFP + Vif (tagged APOBEC3G with the HIV-1 protein that degrades it), YFP fluorescence, overnight | Potency, µM (titrated, usually from 46.1 µM), for the others: at the top dose activity, negative = active, most hits filed as inhibitors;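 also: potency is read from the fitted curve at half-maximal effect; % is scaled to controls: 0 for no effect and ±100 for the full control effect; nearly all actives have a fitted effect of over 60% in size; hits raise eYFP signal because A3G escapes Vif-driven loss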
Target sequence (Q9HC16 whole entry, looked up): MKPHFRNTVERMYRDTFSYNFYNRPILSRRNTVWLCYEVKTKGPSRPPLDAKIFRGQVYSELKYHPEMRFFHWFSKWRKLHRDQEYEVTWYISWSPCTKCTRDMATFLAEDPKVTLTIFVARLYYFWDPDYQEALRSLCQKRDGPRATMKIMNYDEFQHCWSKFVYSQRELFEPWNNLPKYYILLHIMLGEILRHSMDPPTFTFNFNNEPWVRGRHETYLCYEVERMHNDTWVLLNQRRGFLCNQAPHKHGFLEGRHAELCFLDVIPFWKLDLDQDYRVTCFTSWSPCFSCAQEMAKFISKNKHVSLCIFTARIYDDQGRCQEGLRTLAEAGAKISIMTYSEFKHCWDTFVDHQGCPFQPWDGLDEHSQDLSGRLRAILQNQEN
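Read-out is eYFP fluorescence (Ex 488/Em 500-530) from Vif-expressing HeLa A3G-eYFP cells; more signal means A3G escaped Vif-mediated degradation. Cells plated overnight, compound pinned in, incubated overnight at 37 deg C.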
Starred values were filed as active, the others as inactive; ? = inconclusive; · = no result given; & = joins results of further samples; [ ] = another dose, or the depositor's remark. Unless noted, calls follow the shape of the dose curve; as a rule, active = well fitted curve in the direction sought with a large enough effect; inconclusive = small, poorly fitted or top-dose-only effect, or another doubt; inactive = no such curve, though single readings can be large; an effect the other way counts as inactive or inconclusive. These rows are one share of the data; the hit share may differ from the screen's.

SMILES	Vif-A3F inh	Glioma ERSR ind	ERG Ets-DNA blk	RGS4 inhibitor	D2 antag	ALOX12 inh	D2 ag	LDHA inh	Vif-A3G inh
N#Cc1c(C(F)(F)F)cc(-c2ccccc2)n(N)c1=O	-4%	-6%	-15%	-1%	-13	11%	-0.2	-4	5%
COc1cc(OC)c(C(=O)c2ccccc2[N+](=O)[O-])c(OC)c1	2%	-2%	·	·	·	-19%	·	-5	5%
CC1S/C(=C(\C#N)C(=O)NCc2ccco2)N(c2ccc(F)cc2)C1=O (configuration not stated)	2%	-6%	-4%	-21%	0	-5%	0.4	5	-1%
COc1cc(/C=N/Nc2ccc(S(N)(=O)=O)cc2[N+](=O)[O-])cc(OC)c1O	2%	-1%	-8%	-16%	6	-24%	-1.0	-2	0%
COc1ccc(Cl)cc1NC(=O)CSc1nc2ccsc2c(=O)n1CC1CCC(C(=O)O)CC1 (configuration not stated)	2%	1%	13%	-20%	-21	-6%	1.6	-11	2%
NS(=O)(=O)c1ccc(CCNS(=O)(=O)Cc2ccc(Cl)cc2)cc1	1%	-3%	5%	0%	-17	4%	-2.5	-1	-14%
COc1ccc(C(C(=O)NC(C)(C)C)N(C(=O)CCC(=O)Nc2cc(C)on2)c2ccc3c(c2)OCCO3)cc1 (configuration not stated)	-19%	0%	-11%	9%	5	?	-0.5	-2	0%
CCOc1ccc(S(=O)(=O)n2cc(-c3ccccc3)c(N)n2)cc1	-2%	-5%	6%	4%	-11	26%	0.8	-2	-1%
COc1cc2cc(C(=O)N3CCN(c4ccccc4OC)CC3)[nH]c2cc1OC	?	-5%	4%	-2%	-4	-6%	-1.5	3	0%
COc1ccc(CN2C(=O)C(CC(=O)NCCCN(C)C)CC(C(=O)N3CCOCC3)=C2C)cc1 (configuration not stated)	·	-3%	·	·	·	-6%	·	-2	2%
CCCCCC(=O)N(c1ccc(OCC)cc1)S(=O)(=O)c1ccc2c(c1)n(C)c(=O)n2C	·	·	-1%	-3%	·	-24%	-1.3	-6	·
CCOc1ccc(/C=C/C(=O)Oc2ccccc2)cc1	-4%	-1%	-1%	13%	-1	0%	-0.2	-10	1%
Cc1ccc(NC(=O)CSc2nnc(C(F)(F)F)n2C)cc1[N+](=O)[O-]	13%	-5%	1%	-26%	-6	-2%	-0.5	-4	1%
CCNC(=O)C1(C)CCCN(C(=O)CCc2cccs2)C1 (configuration not stated)	·	-4%	·	·	·	-11%	·	-13	0%
O=C(CCSc1nnc2ccc3ccccc3n12)Nc1ccc(F)cc1	-2%	-7%	-1%	-33%[11.4 µM]	1	3%	-0.5	-2	3%
COC(=O)c1c[nH]n2c(=O)cc(CCl)nc12	5%	-3%	·	5%	-15	19%	0.8	-3	0%
CCCN(CC#CC(O)(c1ccccc1)c1cccnc1)CCC (configuration not stated)	-3%	1%	1%	-3%	1	0%	-0.1	-7	1%
O=C(COc1ccc(F)cc1)N(Cc1cccs1)C1CCS(=O)(=O)C1 (configuration not stated)	-2%	-6%	3%	12%	-23	-10%	-0.6	-1	0%
Cc1cccc(C(=O)NNC(=O)c2ccc(Br)cc2)c1	9%	0%	5%	-33%	9	-15%	0.4	-1	1%
COc1ccc(N(CC(=O)Nc2ccc(S(=O)(=O)N3CCOCC3)cc2)S(=O)(=O)c2ccc(F)cc2)cc1	-3%	-3%	4%	-53%	·	?	·	0	0%
O=C(NCc1ccccn1)C1CCN(S(=O)(=O)N2CCCC2)CC1	7%	0%	·	-8%	-10	9%[57.4 µM]	-0.5	2	2%
CCOC(=O)c1c(NC(=O)Cn2cnc([N+](=O)[O-])n2)sc2c1CCCC2	-8%	-3%	-6%	-14%	5	-13%	-1.2	-6	-10%
CCCCn1c(N)c(N(CC(C)C)C(=O)CCNC(=O)c2ccc(Br)cc2)c(=O)[nH]c1=O	3%	-2%	5%	0%	-1	1%	-1.0	-6	3%
COc1ccc(Cn2c(CCC(=O)Nc3ccc(C)c(C)c3)nc3cccnc32)cc1	0%&1%	-6%&-8%	3%&-2%	5%	-17	3%&-11%	-1.5	-7&-16	-8%&-16%
C[C@H](CO)N1C[C@H](C)[C@@H](CN(C)S(=O)(=O)c2ccc(F)cc2)Oc2ccc(NC(=O)C3CCCCC3)cc2C1=O	0%	1%	-5%	-5%	·	-11%	·	-1	-10%

Ordered by length of the SMILES (low to high): part of the list above
SMILES	Vif-A3F inh	Glioma ERSR ind	ERG Ets-DNA blk	RGS4 inhibitor	D2 antag	ALOX12 inh	D2 ag	LDHA inh	Vif-A3G inh
CCCN(CC#CC(O)(c1ccccc1)c1cccnc1)CCC (configuration not stated)	-3%	1%	1%	-3%	1	0%	-0.1	-7	1%
O=C(COc1ccc(F)cc1)N(Cc1cccs1)C1CCS(=O)(=O)C1 (configuration not stated)	-2%	-6%	3%	12%	-23	-10%	-0.6	-1	0%
NS(=O)(=O)c1ccc(CCNS(=O)(=O)Cc2ccc(Cl)cc2)cc1	1%	-3%	5%	0%	-17	4%	-2.5	-1	-14%
Cc1ccc(NC(=O)CSc2nnc(C(F)(F)F)n2C)cc1[N+](=O)[O-]	13%	-5%	1%	-26%	-6	-2%	-0.5	-4	1%
COc1ccc(Cn2c(CCC(=O)Nc3ccc(C)c(C)c3)nc3cccnc32)cc1	0%&1%	-6%&-8%	3%&-2%	5%	-17	3%&-11%	-1.5	-7&-16	-8%&-16%
COc1cc(/C=N/Nc2ccc(S(N)(=O)=O)cc2[N+](=O)[O-])cc(OC)c1O	2%	-1%	-8%	-16%	6	-24%	-1.0	-2	0%
COc1ccc(CN2C(=O)C(CC(=O)NCCCN(C)C)CC(C(=O)N3CCOCC3)=C2C)cc1 (configuration not stated)	·	-3%	·	·	·	-6%	·	-2	2%
COc1ccc(N(CC(=O)Nc2ccc(S(=O)(=O)N3CCOCC3)cc2)S(=O)(=O)c2ccc(F)cc2)cc1	-3%	-3%	4%	-53%	·	?	·	0	0%
COc1ccc(C(C(=O)NC(C)(C)C)N(C(=O)CCC(=O)Nc2cc(C)on2)c2ccc3c(c2)OCCO3)cc1 (configuration not stated)	-19%	0%	-11%	9%	5	?	-0.5	-2	0%

Next structures.
SMILES	Vif-A3F inh	Glioma ERSR ind	ERG Ets-DNA blk	RGS4 inhibitor	D2 antag	ALOX12 inh	D2 ag	LDHA inh	Vif-A3G inh
Cc1cc(S(=O)(=O)N2CCOCC2)ccc1OCC(=O)Nc1ccccc1C(F)(F)F	-2%	-2%	-5%	5%	23	12%	-0.3	-2	-1%
Cc1ccc(C)c(Cn2nc(C)n3c(cc4cc(C)ccc43)c2=O)c1	0%	-3%	0%	13%	·	-21%	·	-10	3%
CCN(CC)c1ccc(/C=N/n2c(-c3ccccc3Br)n[nH]c2=S)cc1	4%	-3%	9%	-26%	-11	?	0.1	0	-12%
Cc1ccc2nsnc2c1S(=O)(=O)N1CCCC1C(=O)O (configuration not stated)	-5%	-2%	6%	27%	-7	-9%	0.9	-10	5%
O=C(NC1CCCC1)C1CCN(S(=O)(=O)N2CCCCC2)CC1	-7%	-2%	2%	-31%	8	-8%	0.8	-4	0%
O=C1CCC(C(=O)N2CCCCO2)CN1CCc1ccc(Cl)cc1 (configuration not stated)	-1%	1%	?	-21%	-10	381%[activator]	-0.7	-5	2%
C=C(C)Cn1c(=O)c(NC(=O)c2ccccc2)c2n(c1=S)CCC2	0%	-7%	0%	-32%	-24	0%	-2.6	4	1%
O=C(NCCCn1ncc2ccccc21)c1cc(COc2c(F)cccc2F)on1	-23%	-3%	4%	-15%	-5	-12%	0.4	1	-6%
O=[N+]([O-])c1ccc(S(=O)(=O)N2CCN(Cc3c[nH]c4ccccc34)CC2)cc1	-1%	0%	-4%	-7%	-21	?	-0.7	-7	0%
CC1CCC(NC(=O)COC(=O)C2CC3CCCC(C2)C3=O)CC1 (configuration not stated)	5%	0%	11%	8%	2	6%	1.5	-2	-1%
COc1cccc(C(C(=O)NC2CCCC2)N(C(=O)c2ccco2)c2ccc(-n3cnnn3)c(C)c2)c1OC (configuration not stated)	-3%	1%	3%	-11%	-4	?	0.6	4	1%
O=S(=O)(Nc1ncccn1)c1ccc(NC(=S)Nc2ccc(Cl)cc2)cc1	0%	1%	-12%	-23%	-16	?	0.1	-8	-7%
Cc1ccc(Cn2c(=O)n(Cc3nc(-c4ccccc4)no3)c(=O)c3cc4c(cc32)OCO4)cc1	-1%	-3%	0%	9%	·	6%	0.9	-3	4%
CCOc1ccc(-n2nc3ccc(NC(=O)CC)cc3n2)cc1	-24%	-5%	1%	-36%	-11	32%[activator]	0.1	-9	0%
CCOc1cccc2cc(C(=O)Nc3nccs3)c(=O)oc12	2%	-1%	1%	-12%	-11	40%[activator]	0.8	-1	1%
CCN(CC(=O)NC(C)(C)C)C(=O)c1ccc2c(c1)S(=O)(=O)c1ccccc1C2=O	2%	-3%	2%	8%	-5	4%	1.5	-9	0%
COC(=O)C1=C(C)N=c2s/c(=C/c3ccoc3)c(=O)n2C1c1ccccc1 (configuration not stated)	?	1%	19%	?	1	·	1.6	9	?
COc1cccc(NC(=S)NC2CC3CCCC(C2)N3CC(C)C)c1 (configuration not stated)	13%	-5%	-9%	0%	25	-9%	0.5	-5	1%

Source: PubChem
